From PubChem BioAssay
Menin-MLL TR inh – inhibitors of human menin-MLL interaction, mutant MLL peptide; AID 1768; Menin + Texas Red MLL mutant peptide, fluorescence polarization; Potency, µM (highest dose often 61.6 µM), for the others: at the top dose FP activity change, negative = inhibition, actives largely listed as inhibitors; actives 0.23% (n = 270,000); active means well fitted inhibition curve with a large enough effect in the polarisation, with a control signal flat, not every such curve was filed as active; inconclusive means small, poorly fitted or top-dose-only effect, or effect the other way, or a change in a side signal; inactive means no such curve, though single readings can be large or run the other way; the % refers to the polarisation; further: % of control where 0% means no effect; many of its hits are not listed in these tables
Target sequence (O00255 whole entry, looked up): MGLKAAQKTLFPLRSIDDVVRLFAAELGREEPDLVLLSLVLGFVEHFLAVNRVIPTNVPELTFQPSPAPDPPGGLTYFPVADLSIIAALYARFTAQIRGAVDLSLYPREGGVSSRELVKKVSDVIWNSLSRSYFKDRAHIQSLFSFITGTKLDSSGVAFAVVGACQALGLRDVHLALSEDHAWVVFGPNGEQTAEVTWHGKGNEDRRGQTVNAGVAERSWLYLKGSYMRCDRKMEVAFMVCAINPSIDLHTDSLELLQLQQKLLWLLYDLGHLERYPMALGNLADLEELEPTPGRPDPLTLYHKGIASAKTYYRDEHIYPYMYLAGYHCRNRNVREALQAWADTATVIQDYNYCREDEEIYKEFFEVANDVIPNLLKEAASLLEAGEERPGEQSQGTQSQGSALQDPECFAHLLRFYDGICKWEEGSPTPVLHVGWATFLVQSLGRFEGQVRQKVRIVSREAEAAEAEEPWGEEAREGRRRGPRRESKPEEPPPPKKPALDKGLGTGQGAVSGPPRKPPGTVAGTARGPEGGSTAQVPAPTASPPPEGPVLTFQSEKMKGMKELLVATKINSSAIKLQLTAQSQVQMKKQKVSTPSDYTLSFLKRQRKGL
The depositor's hits bear a star; ? = inconclusive; & = joins results of further samples; [ ] = remark or other dose. Potency means the concentration at half of the fitted maximal effect. These rows are one share of the data (hit frequency here may not be typical).

molecule	Menin-MLL TR inh
CCOc1ccc(C[C@H]2NC(=O)CCSSC[C@@H](C(=O)N3CCC[C@H]3C(=O)N[C@@H](CCCN)C(=O)NCC(N)=O)NC(=O)[C@H](CC(N)=O)NC(=O)[C@H]([C@@H](C)O)NC(=O)[C@H]([C@@H](C)CC)NC2=O)cc1	2%
CC(C)C[C@@H](CC(=O)N[C@@H](CCC(=O)O)CC(=O)O)NC(=O)[C@@H]1CCCC[C@H]1NC(=O)C[C@H](CCCN)NC(=O)C[C@H](Cc1c[nH]c2ccccc12)NC(=O)[C@@H]1CNCC[C@H]1N	-4%
COC[C@H]1OC=C[C@@H](OC)[C@@H]1OC	6%
CC(C)[C@@H](CC(=O)N[C@@H]1CCCC[C@H]1C(=O)N[C@H](CC(=O)N[C@@H](CCC(=O)O)CC(=O)O)Cc1c[nH]c2ccccc12)NC(=O)C[C@H](Cc1c[nH]c2ccccc12)NC(=O)[C@@H]1CNCC[C@H]1N	-13%
O=c1cc(-c2ccccc2)oc2cc(O[C@@H]3O[C@H](CO)[C@@H](O)[C@H](O)[C@H]3O)c(O)c(O)c12	-1%[24.8 µM]
CCCCCCCc1cc2ccccc2c(=O)o1	-3%
COC(=O)[C@H](COC(C)(C)C)NC(=O)O[C@@H]1Cc2cc(Br)ccc2O[C@H]1c1cccc(OC)c1	?
C[C@@H](c1ccccc1)N1C(=O)[C@H]2[C@H]3[C@H](O)[C@H](O)C/C(=N/OC[C@@H](O)COCc4ccco4)[C@H]3CC[C@@H]2C1=O	0%[11.7 µM]
O=C1C[C@@H](O)[C@@H](O)[C@@H]2[C@H]3C(=O)N(c4ccc(F)cc4F)C(=O)[C@@H]3CC[C@H]12	4%[11.7 µM]
O=C1CCC[C@H]2OC12[C@@H](O)CCc1ccccc1 (stereo not given in full)	-4%[11.7 µM]

Single values from above.
Result of CCCCCCCc1cc2ccccc2c(=O)o1 in Menin-MLL TR inh: -3%
Result of O=C1CCC[C@H]2OC12[C@@H](O)CCc1ccccc1 (stereo not given in full) in Menin-MLL TR inh: -4%[11.7 µM]
Result of COC[C@H]1OC=C[C@@H](OC)[C@@H]1OC in Menin-MLL TR inh: 6%

Later entries.
molecule	Menin-MLL TR inh
COc1ccccc1CN1CCC2(CC1)CCN(S(=O)(=O)c1ccccc1)CC2	-1%
Cc1cnc(CNc2cc(-c3cccc(C#N)c3)ncn2)cn1	-19%
CC(=O)N1CCC2(CCCN(C(=O)Nc3cccc(F)c3)C2)CC1	-1%
O=C(O)c1cc(=O)c2cc(Cl)ccc2[nH]1	1%
COC(=O)C1=C[C@@H](C(=O)OC)[C@@H]2C3=C(C(=O)[C@@]2(C)NC(=O)c2ccccc2)[C@H](C)[C@@H]2C(=O)N(Cc4ccccc4)C(=O)[C@@H]2[C@@H]3C1	17%
CN(Cc1cc(Br)cc(Br)c1N)C1CCCCC1	3%
O=c1c(-c2cccc(Cl)c2)nc2cncnc2n1Cc1ccccc1	2%
COc1cccc2c1C(=O)c1c(O)c3c(c(O)c1C2=O)C[C@](O)(C(=O)CO)C[C@@H]3O[C@H]1C[C@H](N)[C@@H](O)[C@H](C)O1	4%
COc1cccc([C@@H]2Oc3ccc(Br)cc3C(=O)[C@H]2OC(=O)NCc2ccco2)c1	17%
COc1ccc(-c2nc3cnc(Nc4cccc(OC)c4)nc3n(CCC#N)c2=O)cc1	?

molecule	Menin-MLL TR inh
COc1ccc2c(c1)OC/C(=C/c1ccc(O)c(O)c1)C2=O	-1%
O=C(c1cccc(F)c1)N1CCC[C@@]2(CCN(c3ccccc3)C2)C1	-20%
COc1ccc(Oc2ncc3nc(C)c(=O)n(Cc4ccc(F)cc4)c3n2)cc1	1%
COc1cc2c(cc1OC)-c1c(oc3cc(O)cc(O)c3c1=O)CO2	?
COc1ccccc1CNc1ccnc(-c2ccc(N(C)C)cc2)n1	1%
Cn1sc(=O)n(Cc2ccccc2)c1=O	-5%
CN1CCCC2(CCN(C(=O)c3cccc(F)c3)CC2)C1	9%
O=C(c1csnn1)N1CCC2(CC1)CCN(C(c1ccccc1)c1ccccc1)CC2	0%
Cn1cc(-c2nc3cncnc3n(C3CC3)c2=O)c2ccccc21	1%
CCc1cc(-c2oncc2-c2ccc(OC)cc2)c(O)cc1OC	71%[activator]

molecule	Menin-MLL TR inh
C=CCC1(c2ccccc2)Oc2ccccc2-c2nc3cc(Cl)c(Cl)cc3nc21 (stereo not given)	21%&0%[11.7 µM]
Cc1ccccc1N1C(=O)c2cc(S(N)(=O)=O)c(Cl)cc2N[C@H]1C	?
COc1cccc(Cn2c(=O)c(-c3cn(C)c4ccccc34)nc3cnc(N4CCOCC4)nc32)c1	8%
COCC(=O)N1CCC2(CCCN(C(=O)Nc3ccc(OC)cc3)C2)CC1	-21%
c1csc(CNc2ccnc(-c3ccoc3)n2)c1	-16%
CC(CNC(=O)c1cccnc1)NC(=O)c1cccnc1 (stereo not given)	-9%
N#CCCN(CC#Cc1ccccc1)OCc1ccccc1	-9%[11.7 µM]
COc1ccccc1CN1CC[C@@]2(CCCN(C(C)=O)C2)C1	4%
CC(C)=CCC/C(C)=C/CO/N=C1/C[C@@H](O)[C@@H](O)[C@@H]2[C@@H]3C(=O)N(Cc4ccc5c(c4)OCO5)C(=O)[C@H]3CC[C@@H]12	-15%[11.7 µM]
CC(C)(C)c1ccc(CN2CCN([C@H](c3ccccc3)c3ccc(Cl)cc3)CC2)cc1	6%

molecule	Menin-MLL TR inh
Cc1cnc(CNc2nc(-c3ccc4c(c3)OCO4)nc3ccccc23)cn1	37%[activator]
C=C1CCN(Cc2ccc(OC)cc2)S(=O)(=O)c2ccccc21	34%[activator]
CN(Cc1ccco1)c1ncncc1-c1cccc(C#N)c1	-12%
CCCCCCCC(=O)OCCOC(=O)CCCCCCC	-8%
CC(C)C(=O)SCCCCCCC(=O)Nc1nc(-c2ccccc2)cs1	10%
CC(C)C[C@@H](CC(=O)N[C@@H](CCCN)CC(=O)N[C@@H]1CCCC[C@H]1C(=O)N[C@H](CC(=O)N[C@@H](CCC(=O)O)CC(=O)O)CC(C)C)NC(=O)[C@@H]1CCCC[C@H]1N	2%
COc1ccccc1Oc1c(NS(=O)(=O)c2ccc(C(C)(C)C)cc2)nc(-c2ncccn2)nc1OCCO	7%
COc1cccc([C@@H]2Oc3ccc(OC)cc3[C@H](O)[C@H]2O)c1	8%
O=C(O)C1Cc2c([nH]c3ccccc23)C(c2ccccc2)N1 (stereo not given)	2%[11.7 µM]
O=C(NCc1ccccn1)C1(C(F)(F)F)C/C(=C\Cc2ccccc2)CCCO1 (stereo not given)	-5%

An excerpt from above in order of count of non-hydrogen atoms, high to low:
molecule	Menin-MLL TR inh
CC(C)C[C@@H](CC(=O)N[C@@H](CCCN)CC(=O)N[C@@H]1CCCC[C@H]1C(=O)N[C@H](CC(=O)N[C@@H](CCC(=O)O)CC(=O)O)CC(C)C)NC(=O)[C@@H]1CCCC[C@H]1N	2%
O=C(NCc1ccccn1)C1(C(F)(F)F)C/C(=C\Cc2ccccc2)CCCO1 (stereo not given)	-5%
C=C1CCN(Cc2ccc(OC)cc2)S(=O)(=O)c2ccccc21	34%[activator]
CN(Cc1ccco1)c1ncncc1-c1cccc(C#N)c1	-12%

More compounds follow:
molecule	Menin-MLL TR inh
COCCn1c(=O)c(-c2ccc(F)cc2)nc2cnc(OC)nc21	5%
CC(C)NC(=O)N1CCC2(CC1)CCN(C(=O)c1cc(C(F)(F)F)cc(C(F)(F)F)c1)CC2	9%
C=C1C(=O)OC2C[C@@]3(C)CCCC(=C)[C@@H]3CC12 (stereo not given in full)	3%[24.8 µM]
Cc1noc(C)c1-c1ccc2ncnc(Nc3ccccc3)c2c1	4%
O=C(Nc1ccccc1)N1CCCC2(CCN(C(=O)c3ccco3)CC2)C1	5%
O=C(Oc1ccccc1)N1CCC2(CC1)CCN(c1cccc(-c3ccccc3)c1)CC2	-18%
CN1C(=O)CC[C@@H]1c1cccnc1	-12%[24.8 µM]
CC1(O)CCC(C(C)(C)O)CC1 (stereo not given)	7%&-10%&4%
CNC1CCc2cc(OC)c(OC)c(OC)c2-c2ccc(OC)c(=O)cc21 (stereo not given)	-8%
CCCN(CCC)C[C@@H]1CCCCN1CCNC(=O)N1c2ccccc2C(=O)Nc2cccnc21	6%[24.8 µM]

molecule	Menin-MLL TR inh
C=CC[C@@](C(C)=O)(C(=O)OC)C(NC(=O)OC)c1ccccc1 (stereo not given in full)	3%
COC(=O)[C@H](COC(C)(C)C)NC(=O)O[C@H]1C(=O)c2ccc(OC)cc2O[C@@H]1c1ccc2c(c1)OCO2	-17%
CC[C@H](C)[C@H](N)C1=N[C@H](C(=O)N[C@@H](CC(C)C)C(=O)N[C@@H](CCC(=O)O)C(=O)N[C@@H](C(=O)N[C@H]2CCCCNC(=O)[C@@H](CC(N)=O)NC(=O)[C@@H](CC(=O)O)NC(=O)[C@@H](Cc3cnc[nH]3)NC(=O)[C@@H](Cc3ccccc3)NC(=O)[C@@H]([C@@H](C)CC)NC(=O)[C@@H](CCCN)NC2=O)[C@@H](C)CC)CS1	2%[24.8 µM]
COc1ccc(-c2nc3cnc(OCc4ccccc4)nc3n(CCC#N)c2=O)cc1	13%
COC(=O)CC1C(C)(C)C(=O)C2CC3=C4CC(=O)OC(c5ccoc5)[C@]4(C)CCC3[C@@]1(C)C2=O (stereo not given in full)	-17%
N[C@@]1(C(=O)O)CO[C@H]2[C@H](C(=O)O)[C@H]21	2%
Cc1nc2cnc(Oc3ccccc3)nc2n(Cc2cccs2)c1=O	-11%
CC12CCC3C(CCC4CC(O)CCC43C)C1CC=C2c1ccccc1 (stereo not given)	-21%
CCC[C@@H]1C[C@@H](C(=O)N[C@@H]([C@H]2O[C@H](SC)[C@H](O)[C@@H](O)[C@H]2O)[C@@H](C)O)N(C)C1	1%
O=C(O)c1cc(O)c2c(c1)[O][Bi][O]2	13%

molecule	Menin-MLL TR inh
O=C(c1cnccn1)N1CCC2(CCCN(Cc3ccncc3)C2)CC1	-5%
c1ccc(COCCCc2cnc[nH]2)cc1	-2%
O=C(O)CCC/C=C\CC1C2CCC(O2)C1CNNC(=O)Nc1ccccc1 (stereo not given)	-1%
COc1ccc(C2/C=C\[C@H](O[Si](C)(C)C(C)(C)C)[C@H](C(C)C)CC(=O)N2Cc2ccccc2)cc1 (stereo not given in full)	-19%
COc1cc(C(=O)Oc2ccc3c(OC)c4ccoc4nc3c2OC)cc(OC)c1OC	-1%
N#Cc1ccc(CN2CCC3(CC2)CCN(C(=O)c2cccc(F)c2)CC3)cc1	-12%
CCCCCCCCCCCCCCC/C=C/[C@@H](O)[C@H](NC(=O)CCCCCCCCCCCCC)OC (tested in a mixture with another compound)	-8%
CCC(=O)OC1(C)C(=O)C=C2C=C(CCCNC(=O)OC(C)(C)C)OC=C2C1=O (stereo not given)	-1%
COc1cccc(-c2nccc(NCc3cnc(C)cn3)n2)c1	0%
O=C(O)P(=O)(O)O	18%

molecule	Menin-MLL TR inh
NC(=O)c1ncn(C2OC(CO)C(O)C2O)c1N (stereo not given)	6%&-3%
C[C@H]([C@H](C)N1CC(=O)NC(=O)C1)N1CC(=O)NC(=O)C1	5%
COCCn1c(=O)cnc2cnc(Oc3cccc(Cl)c3)nc21	-7%
CCOc1ccc(Cc2nccc3cc(OCC)c(OCC)cc23)cc1OCC	?
COc1cccc(-c2cncnc2NCc2cnc(C)cn2)c1	-12%
COc1ccc(C(=O)CC(=O)c2c(O)cc(OC)cc2OC)cc1	16%[11.7 µM]
COC(=O)C(c1ccccc1Cl)N1CCc2sccc2C1 (stereo not given)	-20%&-25%&2%&-24%
C[C@H](CCCC(C)(C)O)[C@H]1CC[C@H]2[C@@H]3CC=C4C[C@@H](O)CC[C@]4(C)[C@H]3CC[C@]12C	-18%
COC/C=C/C1=CC2=CC(=O)C(C)(OC(=O)c3ccc(Cl)nc3)C(=O)C2=CO1 (stereo not given)	?
CC(C)[C@@H](CC(=O)N[C@@H]1CCCC[C@H]1C(=O)N[C@H](CC(=O)N[C@@H](CCC(=O)O)CC(=O)O)Cc1ccccc1)NC(=O)C[C@H](Cc1c[nH]c2ccccc12)NC(=O)[C@@H]1CNCC[C@H]1N	2%

molecule	Menin-MLL TR inh
N[C@@H](C(=O)O)c1ccc(C(=O)O)c(C(=O)O)c1	-4%&4%&-1%[24.8 µM]
CCCCCCCCCCCCCCCCOP(=O)([O-])OCC[N+](C)(C)C	-11%
NCC1OC(n2cnc3c(=O)[nH]c(N)nc32)C(O)C1O (stereo not given)	-1%
COc1ccc(-n2c(=O)c(C)nc3cnc(N4CCOCC4)nc32)cc1	-1%
CCCN1CCC(=O)N(C(CSc2ccc(OC)cc2)CC(C)C)CC1 (stereo not given)	?
C=C/C1=C/Cc2ccccc2[C@H](C[N+](=O)[O-])C(C(C)=O)(C(=O)OC)C1 (stereo not given in full)	5%&23%
CC1(C)C2CC[C@]1(C)[C@@H](O)C2	3%
CC=C1COC(C(=O)NCCOCCO)(C(F)(F)F)C=C1C=C(C)C (stereo not given)	-5%
N#Cc1cccc(NC(=O)N2CC3(CCN(C(=O)c4cnccn4)CC3)C2)c1	7%
FC(F)(F)c1ccccc1-c1nc(NC2CC2)c2ccccc2n1	0%

molecule	Menin-MLL TR inh
CC(C)CCOc1ccc(N)cc1	-17%
Cc1cc2oc(=O)cc(-c3ccccc3)c2c(C)c1/C=C/c1ccc(F)cc1	3%
Cc1cnc(CNc2nc(-c3c(C)noc3C)nc3ccccc23)cn1	22%
Cc1ccccc1-c1cc(N(C)Cc2ccco2)ncn1	-1%
CC(C)NC(=O)N1CCC2(CC1)CCN(S(C)(=O)=O)CC2	6%
COC(=O)NC(c1cccc(F)c1)C(C(C)=O)C(=O)OC (stereo not given)	-6%[11.7 µM]
Cc1cnc(C(=O)O)cn1	-7%
